mHtt clearance = compounds clearing mutant huntingtin protein | HeLa Exon1htt(103Q)mCFP, aggregate imaging; zero = plate's median compound well | inhibition, % at 1.5 µM | 0.42% of 47,000 active | AID 853;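 active means inhibition of aggregate fluorescence above about 70%, also judged a hit by eye on the cell image, limit read from the data, passing the limit was not always enough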;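 further: cells exposed to compound for three days before fixation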
mHtt clearance grain fraction = recorded beside mHtt clearance, whose call it bears; fraction fluorescence in grains; measured here: aggregate grain fluorescence fraction; stronger effect = lower value;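 scaled fraction of total cell fluorescence in grains with unit not stated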
Numbers without * were called inactive. The list is partial (hit frequency here may not be typical).

#1 COc1cc(NC(=O)CN2c3cccc4cccc(c34)S2(=O)=O)cc(OC)c1OC
#2 COc1cc(C(=O)OCCN2CCCCC2)ccc1O
#3 O=C(C1CCN(S(=O)(=O)N2CCCC2)CC1)N1CCCCC1
#4 N#Cc1cccc(C(c2nnnn2C2CCCC2)N2CCCCCC2)c1 (centres undefined)
#5 N#CCCn1cc(/C=N/O)c(-c2ccc(Cl)cc2)n1

Screen / compound no. | 1 | 2 | 3 | 4 | 5
mHtt clearance | -8 | -18 | 23 | -88 | 10
mHtt clearance grain fraction | 20 | 45 | 16 | 75 | 36

#6 COC(=O)c1oc2c(c1C)C1(CCC2)SCCS1
#7 Cc1ccc2cc(C(c3nnnn3Cc3ccccc3)N3CCc4ccccc43)c(=O)[nH]c2c1C (centres undefined)
#8 COc1cc(/C=N/NC(=O)CCc2c(C)n[nH]c2C)ccc1O
#9 CCC(=O)NCCn1ccc2ccccc21
#10 CCCC(=O)Nc1ccccc1N1CCN(C(=O)C(C)C)CC1

Screen / compound no. | 6 | 7 | 8 | 9 | 10
mHtt clearance | -67 | -58 | -37 | -3 | 31
mHtt clearance grain fraction | 31 | 51 | 28 | 50 | 24

#11 O=C(c1nc2ccccc2s1)N1CCN(c2ccccn2)CC1
#12 N#Cc1nc(COc2cccc(Cl)c2)oc1N1CCN(c2ccccc2)CC1
#13 Cc1ccccc1C(=O)NC1CCN(C(=O)N2CCOCC2)CC1
#14 Cc1ccc(S(=O)(=O)N2CCN(C(=O)CN3CCOCC3)C2C(C)C)cc1 (centres undefined)
#15 CC(=O)Nc1cccc(OCC(O)Cn2cnc3ccccc32)c1 (centres undefined)

Screen / compound no. | 11 | 12 | 13 | 14 | 15
mHtt clearance | -16 | 56 | 20 | 28 | -8
mHtt clearance grain fraction | 21 | 9.1 | 16 | 15 | 19

#16 O=S(=O)(c1ccc(Oc2ccc(Br)cc2F)nc1)N1CCCCC1
#17 Cc1ccc(S(=O)(=O)NCCNc2ccc([N+](=O)[O-])cc2C(F)(F)F)cc1
#18 COc1ccc(-c2nnc(SCC#N)o2)cc1
#19 O=S(=O)(c1ccc(-c2nnc(SCc3ccccc3)o2)cc1)N1CCCC1
#20 CCCCn1c(N)c(-c2nc3ccccc3s2)c2c([N+](=O)[O-])nn(CC)c(=O)c21

Screen / compound no. | 16 | 17 | 18 | 19 | 20
mHtt clearance | 12 | 38 | 44 | 14 | 39
mHtt clearance grain fraction | 27 | 13 | 26 | 29 | 12

#21 Cn1c(N)c(C(=O)COC(=O)C2(c3cccc(F)c3)CCCC2)c(=O)n(C)c1=O
#22 CC(C)C(=O)Nc1ccc(C(=O)c2ccccc2)cc1
#23 Cc1c(NC(=O)c2cc3nc(-c4ccc(Br)cc4)cc(C(F)(F)F)n3n2)c(=O)n(-c2ccccc2)n1C
#24 CCc1cc(=O)oc2cc(C)c(CN3CCCC3)c(O)c12
#25 O=C(NCCCO)Nc1ccc2nc(-c3ccco3)c(-c3ccco3)nc2c1

Screen / compound no. | 21 | 22 | 23 | 24 | 25
mHtt clearance | -19 | -13 | 9 | -219 | 24
mHtt clearance grain fraction | 24 | 23 | 17 | 107 | 18

#26 CCOC(=O)/C(C#N)=C\c1cc(C)n(-c2ccccc2)c1C
#27 O=C(NC1CCc2ccccc21)C12CN(Cc3ccccc3)CC1C(c1cccc([N+](=O)[O-])c1)=NO2 (centres undefined)
#28 CC(C)(C)c1cc(CN2CCCC(O)C2)c(O)c(C(C)(C)C)c1 (centres undefined)
#29 O=C(c1ccccc1)N(Cc1cccs1)C1CCS(=O)(=O)C1 (centres undefined)
#30 CC1C(=O)C(C)C(c2cccs2)NC1c1cccs1 (centres undefined)

Screen / compound no. | 26 | 27 | 28 | 29 | 30
mHtt clearance | 15 | -2 | 40 | -27 | 46
mHtt clearance grain fraction | 36 | 39 | 25 | 49 | 24

#31 CCOC(=O)CNC(=O)c1sc(NC(=O)c2ccccc2F)nc1C
#32 CCOC(=O)CNC(=O)c1ccccc1Br
#33 Cc1ccc(C(=O)Nc2cccc(C(=O)N3CCN(C)CC3)c2)cc1
#34 O=C(Nc1nncs1)C1(c2ccccc2)CCCC1
#35 CCC(=O)Nc1ccc(Oc2ccc3c(c2)C(=O)N(c2ccc(O)cc2)C3=O)cc1

Screen / compound no. | 31 | 32 | 33 | 34 | 35
mHtt clearance | 42 | -28 | -71 | -29 | -15
mHtt clearance grain fraction | 21 | 46 | 68 | 23 | 24

#36 CCOC(=O)Cn1nnnc1CN(CCc1ccccc1)Cc1cc2cc(CC)ccc2[nH]c1=O
#37 CC(=O)c1cc(-c2ccc(F)cc2)n(CCC(=O)Nc2cc(C)[nH]n2)c1C
#38 CCC(=O)N(Cc1cc2cc(OC)ccc2[nH]c1=O)c1cc(C)ccc1C
#39 O=C(O)CCCN=C1NC2(CCCC2)Cc2ccccc21
#40 O=c1c2ccccc2nc(-c2ccc(Cl)c(Cl)c2)n1O

Screen / compound no. | 36 | 37 | 38 | 39 | 40
mHtt clearance | 31 | 38 | 24 | -17 | 16
mHtt clearance grain fraction | 14 | 12 | 26 | 21 | 17

Copied from above, nos. 24 to 26
#24 CCc1cc(=O)oc2cc(C)c(CN3CCCC3)c(O)c12
#25 O=C(NCCCO)Nc1ccc2nc(-c3ccco3)c(-c3ccco3)nc2c1
#26 CCOC(=O)/C(C#N)=C\c1cc(C)n(-c2ccccc2)c1C

Screen / compound no. | 24 | 25 | 26
mHtt clearance | -219 | 24 | 15
mHtt clearance grain fraction | 107 | 18 | 36

Next part.
#41 CCn1c(Cc2c(C)[nH]c3ccccc23)n[nH]c1=S
#42 Cc1c(NC(=O)CSc2n[nH]c(-c3ccccc3)n2)c(=O)n(-c2ccccc2)n1C
#43 O=C1N/C(=C\c2ccccc2)c2ccccc21
#44 Cc1occc1C(=O)Nc1ccc(S(=O)(=O)N2CCCC2)cc1
#45 Cc1cc(C)c2c(n1)nn1c(NCCCN(C)C)cc(C)nc21

Screen / compound no. | 41 | 42 | 43 | 44 | 45
mHtt clearance | -30 | 28 | -45 | -55 | 47
mHtt clearance grain fraction | 23 | 17 | 31 | 30 | 17

#46 O=C(CCCc1ccccc1)NCCCN1CCOCC1
#47 Cc1cccc(NC(=O)CSc2nnc(-c3ccc(S(=O)(=O)N4CCOCC4)cc3)n2C)c1
#48 O=C(COC(=O)c1ccccc1[N+](=O)[O-])c1ccc(C2CCCCC2)cc1
#49 CC(NC(=O)c1ccccc1NC(=O)c1ccco1)c1ccccc1 (centres undefined)
#50 CCn1c(SCC(=O)Nc2nccs2)nnc1-c1ccc(C)cc1

Screen / compound no. | 46 | 47 | 48 | 49 | 50
mHtt clearance | -8 | 14 | -12 | 24 | 49
mHtt clearance grain fraction | 22 | 17 | 34 | 25 | 9.5

#51 O=C1c2ccccc2C(=O)N1CCCc1nc(-c2ccccn2)no1
#52 CCCS(=O)(=O)N1CCCC(C(=O)NCCc2ccc(Cl)cc2)C1 (centres undefined)
#53 CCN(CC)C(=O)c1sc(NC(=O)c2cc(-c3ccc(C)s3)nc3ccccc23)c(C(=O)OC)c1C
#54 COc1ccc(OC)c(CN(CCCN2CCOCC2)S(=O)(=O)c2ccc(NC(C)=O)cc2)c1
#55 COc1cc2c(C(=O)NCc3ccc4c(c3)OCO4)cn(CC(C)C)c(=O)c2cc1OC

Screen / compound no. | 51 | 52 | 53 | 54 | 55
mHtt clearance | -11 | -37 | -36 | 2 | 5
mHtt clearance grain fraction | 18 | 29 | 53 | 30 | 31

#56 CCOC(=O)N1CCN(Cc2nc(N)nc(Nc3ccc(Oc4ccccc4)cc3)n2)CC1
#57 O=C1C=C(c2ccccc2)OC(=O)C1C(=O)c1ccccc1 (centres undefined)
#58 CCOc1ccc(-n2nnc3c(=O)n(C/C=C/c4ccccc4)cnc32)cc1
#59 CC(C)n1c(Nc2ccccc2)nc2ccccc21
#60 COC(=O)COc1ccc(S(=O)(=O)N2CCN(c3ccccc3F)CC2)cc1

Screen / compound no. | 56 | 57 | 58 | 59 | 60
mHtt clearance | 19 | -45 | -7 | -36 | 13
mHtt clearance grain fraction | 30 | 31 | 52 | 25 | 29

#61 COc1ccc(S(=O)(=O)N(CC(=O)Nc2cccnc2)c2ccccc2OC)cc1
#62 CCCNS(=O)(=O)c1ccc(CCC(=O)NCC2CCCO2)cc1 (centres undefined)
#63 O=C(CN1C(=O)CCC1=O)Nc1ccc(S(=O)(=O)N2CCOCC2)cc1
#64 CC(C(=O)O)N1C(=O)CSc2ncccc21 (centres undefined)
#65 CCOc1ccc(-c2nc(-c3cccnc3)no2)cc1OCC

Screen / compound no. | 61 | 62 | 63 | 64 | 65
mHtt clearance | -53 | -28 | -18 | -28 | -20
mHtt clearance grain fraction | 30 | 21 | 40 | 52 | 37

#66 O=C(NCc1ccccc1)N1CCN(c2ccc(F)cc2)CC1
#67 O=C(NCCN1CCN(c2ccccc2)CC1)C1CCCN(S(=O)(=O)c2cnc[nH]2)C1 (centres undefined)
#68 CCN1CCCC1CNC(=O)c1ccc2c(=O)n(CCOC)c(=O)[nH]c2c1 (centres undefined)
#69 c1ccc(-c2nc3ccccc3nc2-c2ccccn2)nc1
#70 Cc1noc(NS(=O)(=O)c2ccc(NC(=O)COc3ccccc3)cc2)c1C

Screen / compound no. | 66 | 67 | 68 | 69 | 70
mHtt clearance | 6 | 43 | 25 | -14 | -13
mHtt clearance grain fraction | 18 | 26 | 29 | 22 | 21

#71 CCOC(=O)c1[nH]c(C)c(C(=O)Nc2ccccc2F)c1C
#72 Cc1cc(NC(=O)CSc2nc(C3CC3)nc3sc4c(c23)CCC(C)C4)no1 (centres undefined)
#73 Cc1ccc(C)c(-n2c(SCC(=O)Nc3nonc3C)nnc2-c2ccoc2C)c1
#74 COC(=O)/C(=C\Nc1ccc(Cl)cc1Cl)NC(=O)c1ccc(Cl)cc1Cl
#75 Cc1cc(=O)oc2cc3c(cc12)OCCN3

Screen / compound no. | 71 | 72 | 73 | 74 | 75
mHtt clearance | -326 | 72* | -33 | 66 | -12
mHtt clearance grain fraction | 81 | 5.3* | 24 | 10 | 32

#76 COn1c(=O)c(-c2ccc(Cl)cc2)[n+]([O-])c2ccccc21
#77 O=C(C1CCN(S(=O)(=O)c2cccc3cccnc23)CC1)N1CCc2ccccc21
#78 Cc1ccc(N(C(C)C(=O)N2CCC(C)CC2)S(C)(=O)=O)cc1C (centres undefined)
#79 Cc1ccc(C2=CC(c3ccc(N(C)C)cc3)n3nnnc3N2)cc1 (centres undefined)
#80 Nc1nc(SCC(=O)c2ccc(Oc3ccccc3)cc2)n[nH]1

Screen / compound no. | 76 | 77 | 78 | 79 | 80
mHtt clearance | 14 | -10 | 52 | 1 | -5
mHtt clearance grain fraction | 14 | 40 | 9.5 | 49 | 39

Profiles from above. Values in the order: mHtt clearance | mHtt clearance grain fraction
Nc1nc(SCC(=O)c2ccc(Oc3ccccc3)cc2)n[nH]1 is entered as -5 | 39
Cc1ccc(C2=CC(c3ccc(N(C)C)cc3)n3nnnc3N2)cc1 (centres undefined) is entered as 1 | 49
COn1c(=O)c(-c2ccc(Cl)cc2)[n+]([O-])c2ccccc21 is entered as 14 | 14
O=C(C1CCN(S(=O)(=O)c2cccc3cccnc23)CC1)N1CCc2ccccc21 is entered as -10 | 40
Cc1ccc(N(C(C)C(=O)N2CCC(C)CC2)S(C)(=O)=O)cc1C (centres undefined) is entered as 52 | 9.5

Following part:
#81 COC(=O)N1CC(c2ccccc2)CC1=O (centres undefined)
#82 CCN1CCc2c(C#N)c(NCc3ccccc3)nc(NCCO)c2C1
#83 c1ccc2c(c1)nc1n2CCN1CCNC1CCCCC1
#84 O=C(Cn1cnc2ccccc2c1=O)N1CCN(Cc2ccccc2)CC1
#85 CCOc1ccccc1NC(=O)CC1NCCNC1=O (centres undefined)

Screen / compound no. | 81 | 82 | 83 | 84 | 85
mHtt clearance | 17 | -11 | -20 | 3 | -42
mHtt clearance grain fraction | 16 | 44 | 41 | 20 | 52

#86 CC1CC2(CC(C)(C(=O)CSc3n[nH]c(-c4ccccc4Cl)n3)OC2=O)C(=O)O1 (centres undefined)
#87 CCOC(=O)N1CCN(C(=O)CN(Cc2ccccc2)S(=O)(=O)c2ccc(OC)c(C)c2)CC1
#88 CC(=O)Nc1cc2c(cc1NC(=O)Cn1nc(-c3ccccc3F)ccc1=O)OCCO2
#89 COc1ccc(/C(C#N)=C/c2c(-c3ccc(Cl)cc3)nc3c(C)cccn23)cc1
#90 CC(C)Cn1nc(NC(=O)C2CCCO2)c2cc3ccccc3nc21 (centres undefined)

Screen / compound no. | 86 | 87 | 88 | 89 | 90
mHtt clearance | -88 | -18 | 19 | -10 | -14
mHtt clearance grain fraction | 35 | 23 | 25 | 42 | 46

Laid out differently: two of the compounds above
Each structure is followed by: mHtt clearance	mHtt clearance grain fraction
85. CCOc1ccccc1NC(=O)CC1NCCNC1=O (centres undefined)
    -42	52
86. CC1CC2(CC(C)(C(=O)CSc3n[nH]c(-c4ccccc4Cl)n3)OC2=O)C(=O)O1 (centres undefined)
    -88	35

Other entries.
#91 O=C(O)c1cnn2c1NC(c1cccs1)CC2C(F)(F)F (centres undefined)
#92 Cn1ncc(C#N)c1NC(=O)c1cc(-c2ccccc2Cl)on1
#93 O=C(NCc1ccco1)C(Cc1ccccc1)NS(=O)(=O)c1cccc2nsnc12 (centres undefined)
#94 N#Cc1ccc(CNc2cnccn2)cc1
#95 CCOC(=O)COc1ccc(S(=O)(=O)NCCC2=CCCCC2)cc1

Screen / compound no. | 91 | 92 | 93 | 94 | 95
mHtt clearance | -34 | 48 | 2 | 42 | -11
mHtt clearance grain fraction | 24 | 20 | 42 | 18 | 21

#96 COc1cc(OC)cc(C(=O)NC2CCN(CC(=O)Nc3cccc4ccccc34)CC2)c1
#97 Cc1ccccc1OCC(=O)NCCN1CCCC1
#98 CCN(CCNS(=O)(=O)c1ccc2[nH]c(=O)sc2c1)c1ccccc1
#99 CCOC(=O)C1=NN(c2ccccc2C)C2=NC(C)=C(C(=O)OC)C(c3cccs3)N12 (centres undefined)
#100 Cc1ccccc1C(=O)NCCc1nnc(SCC(=O)Nc2nc(-c3ccccc3)cs2)n1C

Screen / compound no. | 96 | 97 | 98 | 99 | 100
mHtt clearance | -2 | -74 | -2 | -5 | 10
mHtt clearance grain fraction | 21 | 59 | 33 | 20 | 15
